PI4K2A block = inhibitors of human PI4K2A. AID 1346378. purified PI4K2A, ADP-Glo luminescence, 1 h; hits give low values. actives 0.13% (n = 420,000). activity change, negative = inhibition, % at 76.9 µM; in the data active = activity change below about -50%;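 note: -100% = wells without enzyme as full effect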
Target sequence (Q9BTU6 whole entry, looked up): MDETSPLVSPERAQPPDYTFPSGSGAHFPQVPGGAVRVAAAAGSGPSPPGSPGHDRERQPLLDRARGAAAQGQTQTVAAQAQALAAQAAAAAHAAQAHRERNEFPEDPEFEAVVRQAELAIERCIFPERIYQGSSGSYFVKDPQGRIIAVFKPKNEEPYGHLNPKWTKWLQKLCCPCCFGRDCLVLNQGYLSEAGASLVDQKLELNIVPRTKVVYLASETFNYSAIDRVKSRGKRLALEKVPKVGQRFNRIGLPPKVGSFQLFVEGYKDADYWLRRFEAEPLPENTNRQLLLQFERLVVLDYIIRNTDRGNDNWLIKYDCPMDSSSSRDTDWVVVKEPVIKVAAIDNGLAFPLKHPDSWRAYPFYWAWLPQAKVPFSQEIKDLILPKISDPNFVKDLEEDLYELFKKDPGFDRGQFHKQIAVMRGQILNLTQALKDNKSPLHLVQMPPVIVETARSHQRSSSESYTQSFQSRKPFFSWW
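PI4K2A activity was measured by ADP-Glo luminescence: enzyme (4 ug/mL stock) and phosphatidylinositol (1.2 mM stock) in Tris pH 7.5/MgCl2/EGTA/Triton X-100 buffer were reacted with ATP (300 microM stock) for one hour at ambient temperature.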
GLS inhibitor = glutaminase GLS (human) inhibition. actives 0.21% (n = 410,000). GLS enzymatic activity, qHTS titration. O94925. Potency, µM (titrated, usually from 45.5 µM), for inactives: at the highest dose activity change, negative = inhibition, most hits filed as inhibitors; active = well fitted inhibition curve with a large enough effect; note: potency is the fitted concentration of half-maximal effect
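hKGA in 45 mM KH2PO4 pH 8.2, 0.02% Tween-20 with pin-transferred compounds; 1 mM L-glutamine (stock) plus glutamate oxidase/HRP/Amplex Red coupling added. Fluorescence read initially and after 30 min at RT.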
* marks the source's active call; other numbers are inactive results; i = inactive. Unless noted, % is set by controls: 0 for no effect and ±100 for the full control effect.

SMILES	PI4K2A block	GLS inhibitor
C=C(C)Cn1c2ccc(NC(=S)NCc3ccccc3F)cc2c(=O)n1C	-2	29%
COC(=O)c1cccc(CN2C(=O)C(C)Oc3ccc(C)cc32)c1 (stereo unspecified)	-1	3%
CC1(C(=O)NCc2cccc3ccccc23)CCN1C(=O)C1(c2ccccc2)CCCC1 (stereo unspecified)	0	2%
COc1ccc(Cl)cc1-c1cc(C(=O)Nc2ccccc2)[nH]n1	-3	3%
CCCCc1ccc(S(=O)(=O)NC(=O)C2(C)CCN2C(=O)CCc2cccs2)cc1 (stereo unspecified)	1	13%
COc1cc(/C=C/CN2CCC(C(=O)NC(c3ccc(F)cc3)c3ccc4ccccc4n3)CC2)ccc1OC(C)=O (stereo unspecified)	-1	3%
CC1=CN2C(c3cccc([N+](=O)[O-])c3)=NON(c3ccc(C)cn3)C2C=C1 (stereo unspecified)	-2	0%
CN1CCN(C2CN(C3CCCCC3)S(=O)(=O)C2)CC1 (stereo unspecified)	0	0%
OC[C@H]1O[C@@H](c2nc(-c3cccc4ccccc34)no2)[C@H](O)[C@@H]1O	-1	6%
CCCNC(=O)c1cc(C2CCCN(C(=O)C3CCCCC3)C2)on1 (stereo unspecified)	5	-8%
CCOC(=O)[C@]12Cc3c(cc(OC)c(OC)c3OC)[C@H]1N(CCC(=O)OC)C(=O)c1cc(OC)ccc12	8	-15%
c1ccc(OCCNc2ccn3nc(-c4ccc(OCCN5CCOCC5)cc4)cc3n2)cc1	8	1%
COc1ccccc1NC(=O)Nc1nc(C(N)Cc2ccc(C(F)(F)F)cc2)cs1 (stereo unspecified)	-2	17%
Cc1ccc(-c2nc3ccc(Cl)cn3c2CC2CCCCC2)cc1	-3	-1%
OCc1ccccc1-c1cnc2sc(NCc3ccc(F)cc3)nn12	1	-2%
CCCS(=O)(=O)NC(=O)C1(C)CCN(C(=O)c2cccc(C(F)(F)F)c2)C1 (stereo unspecified)	-3	4%
COc1ccc(S(=O)(=O)NC(=O)C2(C)CCN2C(=O)C(C)(C)c2ccccc2)cc1 (stereo unspecified)	2	5%
Cc1cccc(NC(=O)CNC(=O)[C@H]2O[C@@H](n3ccc(N)nc3=O)[C@H](O)[C@@H]2O)c1C	0	0%
CN(c1cc(Cl)c2c(c1)OCO2)c1cc2c(c3c1ccn3C)C1CCC2C1 (stereo unspecified)	-1	9%
COc1ccccc1CNc1nc(NCc2ccc3occc3c2)c2sccc2n1	-2	15%
CC(C)n1nnnc1C1c2ccccc2C(=O)N1Cc1ccc(F)cc1 (stereo unspecified)	-4	-1%
COC(=O)[C@]12CCCCC=C1N(Cc1ccc(Cl)cc1Cl)C(=O)[C@H](CC(=O)N1CCSCC1)C2	1	1%
CC1(C(=O)NS(=O)(=O)c2ccccc2Cl)CCN1C(=O)Cc1ccc(Cl)cc1Cl (stereo unspecified)	-3	14%
Nc1nc2ccccc2n1S(=O)(=O)c1ccccc1	1	-7%
CCCCC[C@H]1CCCCC[C@H](O)C[C@@H](O)[C@H](O)/C=C/C(=O)O1	-7	-4%

Another view of 4 compounds above:
Cc1cccc(NC(=O)CNC(=O)[C@H]2O[C@@H](n3ccc(N)nc3=O)[C@H](O)[C@@H]2O)c1C
  PI4K2A block: 0; GLS inhibitor: 0%

CN(c1cc(Cl)c2c(c1)OCO2)c1cc2c(c3c1ccn3C)C1CCC2C1 (stereo unspecified)
  PI4K2A block: -1; GLS inhibitor: 9%

COc1ccccc1CNc1nc(NCc2ccc3occc3c2)c2sccc2n1
  PI4K2A block: -2; GLS inhibitor: 15%

CC(C)n1nnnc1C1c2ccccc2C(=O)N1Cc1ccc(F)cc1 (stereo unspecified)
  PI4K2A block: -4; GLS inhibitor: -1%

Following part:
SMILES	PI4K2A block	GLS inhibitor
OC(c1ccccc1)c1nc(-c2cc(F)cc(F)c2)cs1 (stereo unspecified)	1	13%
CCc1nc2ccc(C(=O)NCc3cccs3)cn2c1N(CC)Cc1cccc(Br)c1	-12	-6%
Cn1cc(-c2cccc3nncn23)cn1	-2	1%
CC1(C(=O)Nc2cccc(NS(C)(=O)=O)c2)Cc2c(-c3cccc(C(N)=O)c3)ccnc2O1 (stereo unspecified)	3	18%
O=C(Nc1cccc2[nH]c([C@H]3C[C@H](O)[C@@H](CO)O3)nc12)NC(c1ccccc1)c1ccccc1	-2	-14%
O=C(c1cc2c(c(-c3cccc(-c4ccncc4)c3)n1)[C@@H](CCO)N(C(=O)c1ccc3c(c1)OCO3)C2)N1CCOCC1	2	0%
CC1(C)OCC(CNC(=O)c2[nH]c(C(F)(F)F)nc2-c2ccccc2)O1 (stereo unspecified)	-4	5%
CCOC(=O)N1CCN(C(=O)C[C@@H]2C[C@@]3(C(=O)OC)CCCCC=C3N(Cc3ccc(Cl)cc3Cl)C2=O)CC1	-2	2%
CC1(C(=O)Nc2cnc3ccccc3c2)CCN1CCc1ccccc1 (stereo unspecified)	0	15%
COCCN1C(=O)COc2ccccc2C1C(=O)NC1CCCCC1 (stereo unspecified)	-1	-14%
Cc1ccc2c(CN(C)Cc3ccccc3)cc(=O)oc2c1	-3	-4%
Cc1ccc(CNc2nc(NC(C)C)nc3ccsc23)c(C)c1	0	18%
CNc1cncc(-c2ccc(F)cc2F)n1	-1	-9%
CCCCN1C(=O)C(CC(=O)NC2CCCCC2)CC(C(=O)N2CCOCC2)=C1C (stereo unspecified)	-4	-3%
CCOC(=O)C1(C)CCN1C(=O)c1cccs1 (stereo unspecified)	4	3%
Cc1ccc(NC(=O)CC[C@H]2O[C@@H](n3cnc4c(NC(=O)c5ccccc5)ncnc43)[C@H](O)[C@@H]2O)cc1C	-2	1%
COc1ccc(F)cc1-c1cc(NC(C)=O)c2ncc(-c3cccc(C(F)(F)F)c3)n2c1	-3	2%
CCc1nc2ccc(C(=O)Nc3ccc(NC(C)=O)cc3)cn2c1N(C)C(=O)Cc1ccccc1	-1	12%
Cc1cc(F)cc(-c2cc(C(=O)NCc3ccccc3)[nH]n2)c1	-9	12%
CC(C)(C)S(=O)N1Cc2cc(C(=O)N3CCOCC3)nc(-c3cccc(Br)c3)c2[C@H]1CCO (stereo partly specified)	-2	-1%
CC(=O)NC(c1ccc(F)c(F)c1)c1nc(-c2ccncc2)cs1 (stereo unspecified)	1	-2%
CC(=O)Oc1ccc(C)cc1	1	-15%
CC(C)C[C@@H](COCc1cccc(C(F)(F)F)c1)N1CCN(C(=O)c2ccc(C(F)(F)F)cc2)CCC1=O	0	-4%
COc1cc2c(Nc3ccc(Br)cc3F)ncnc2cc1OCC1CCN(C)CC1	-1	19%
CC(=O)c1ccc(Nc2nc(C(N)C3CCCCC3)cs2)cc1 (stereo unspecified)	2	14%
SMILES	PI4K2A block	GLS inhibitor
CN(C)CCCNC(=O)c1cccc(-c2ccc3nncn3c2)c1	0	-12%
CCCNC(=O)c1cc(C2CCCCN2S(=O)(=O)c2ccc(F)cc2F)on1 (stereo unspecified)	1	6%
COc1ccc(S(=O)(=O)N2CCC[C@H]2C(=O)N2CCC[C@H]2C(=O)N[C@@H](C)c2ccccc2)cc1C	-5	-6%
C[C@H](CO)N1C[C@H](C)[C@@H](CN(C)Cc2ccncc2)OCCCC[C@H](C)Oc2ccc(NC(=O)CCCN(C)C)cc2C1=O	-7	7%
CC1(C(=O)NS(=O)(=O)c2ccc(Cl)cc2)CCN1C(=O)c1ccccc1CCc1ccccc1 (stereo unspecified)	1	15%
CSc1nc(N)n2nccc2n1	3	-3%
CCCc1c(-c2ccccc2Br)ncn1Cc1ccccc1OC	2	4%
CCCCC1CC2=C(C(=O)OC(C)(C)O2)C(c2cccc3ccccc23)O1 (stereo unspecified)	0	6%
CCCNC(=O)Nc1nc(C(N)c2ccc(OC)cc2)cs1 (stereo unspecified)	-4	2%
CC(=O)Nc1cccc(-c2ccnc3c2CC(C)(C(=O)NCc2ccco2)O3)c1 (stereo unspecified)	0	3%
O=C(c1ccccc1)c1nn(-c2ccccc2)c(=O)cc1-c1ccccc1	5	-7%
CC1(C(=O)NS(=O)(=O)C2CC2)CCCN(C(=O)c2c(F)cccc2F)C1 (stereo unspecified)	0	0%
Cc1cc(O)ccc1Nc1cc(-c2cccc(N)c2)ncn1	-3	16%
COc1ccc(NC(=O)c2cc(-c3cc(F)ccc3OC(C)C)n[nH]2)c(OC)c1	-2	-6%
CC(=O)Nc1cccc(-c2cnc(NC(C)=O)cn2)c1	-8	4%
CCOC(=O)C1(C)CCN1C(=O)c1cc(OC)ccc1Br (stereo unspecified)	0	7%
CC(=O)N1Cc2cc(C(=O)NCC(F)(F)F)nc(-c3cccc(-c4cc5ccccc5o4)c3)c2[C@@H]1CCO	4	-9%
CC(C)C[C@H]1CN(CCCC[C@@H]2CNC(=O)C(=O)N2Cc2ccccc2)C(=O)C(=O)N1CC1CCCCC1	7	-5%
O=C(NC1CC1)c1ccc2sc([C@@H]3O[C@H](CO)[C@H](O)[C@H](O)[C@H]3O)nc2c1	0	-10%
CCOC(=O)C1=CCN(S(=O)(=O)c2ccccc2Br)C1c1ccccc1 (stereo unspecified)	3	0%
COc1ccc(F)cc1-c1cc(C(=O)NCc2cccc(Cl)c2)[nH]n1	0	0%
O=C(NCc1ccncc1)c1ccc2nc([C@@H]3O[C@H](CO)[C@H](O)[C@H](O)[C@H]3O)[nH]c2c1	4	-1%
CN(C)c1ccc(-c2ccnc3c2CC(C)(C(=O)NCc2ccc(F)c(F)c2)O3)cc1 (stereo unspecified)	-3	27%
Nc1nc2c(ncn2[C@@H]2O[C@H](CNCc3ccc(OCCCN4CCOCC4)cc3)[C@@H](O)[C@H]2O)c(=O)[nH]1	-6	-1%
O=C(NCCN1CCC(n2c(=O)[nH]c3ccccc32)CC1)c1ccccc1	-2	2%

Four entries from above, with values under each structure:
Order of results – PI4K2A block	GLS inhibitor
> Cc1cc(O)ccc1Nc1cc(-c2cccc(N)c2)ncn1
    -3	16%
> COc1ccc(NC(=O)c2cc(-c3cc(F)ccc3OC(C)C)n[nH]2)c(OC)c1
    -2	-6%
> CC(=O)Nc1cccc(-c2cnc(NC(C)=O)cn2)c1
    -8	4%
> CCOC(=O)C1(C)CCN1C(=O)c1cc(OC)ccc1Br (stereo unspecified)
    0	7%

Next part
SMILES	PI4K2A block	GLS inhibitor
CC(=O)Nc1ccc(C(=O)N2CCCC(c3cc(C(=O)Nc4ccccc4Cl)no3)C2)cc1 (stereo unspecified)	-3	2%
COc1ccc(-c2cnc3c(NC=O)cc(-c4ccc(F)cc4)cn23)cc1OC	-6	14%
O=C(Nc1nnc([C@@H]2O[C@H](CO)[C@@H](O)[C@H]2O)s1)Nc1ccccc1C(F)(F)F	2	4%
CC1(Oc2cnc(Cl)c3ccccc23)CCN(Cc2ccc(-c3ccccn3)cc2)C1 (stereo unspecified)	-3	12%
C[C@H]1NCc2cc(-c3ccc4c(=O)c(C(=O)O)cn(C5CC5)c4c3OC(F)F)ccc21	i	13µM*
CCCCn1nnnc1C(c1cc2ccccc2o1)N(C)Cc1ccc(Cl)c(Cl)c1 (stereo unspecified)	6	-9%
O=C(NCc1cccnc1)c1ccc2nc([C@@H]3O[C@H](CO)[C@H](O)[C@H](O)[C@H]3O)[nH]c2c1	9	-10%
OC[C@@H]1CN(Cc2cccc(C(F)(F)F)c2)C[C@H](n2cnc3c(NC4CC4)ncnc32)O1	1	3%
O=C(NCc1ccccc1Cl)c1csc([C@@H]2C[C@H](O)[C@@H](CO)O2)n1	1	-1%
CC1(C(=O)NS(=O)(=O)c2cccc(C#N)c2)CCN1C(=O)C1CCCCC1 (stereo unspecified)	-2	-5%
CC(C)(C)c1ccc(CC(=O)N2CCC2(C)C(=O)NS(=O)(=O)c2cccc(Cl)c2)cc1 (stereo unspecified)	-10	11%
NC(CO)(CO)CO	1	-12%
Cc1nc2cc(OC3(C)CCN(Cc4ccc(OC(F)(F)F)cc4)C3)ccc2s1 (stereo unspecified)	0	9%
CC1(C(=O)NCc2cccc(C(F)(F)F)c2)CCN1Cc1cc2ccccc2o1 (stereo unspecified)	7	-14%
CC1(C(=O)NS(=O)(=O)c2ccc(Br)cc2)CCN1C(=O)CCc1ccccc1 (stereo unspecified)	-3	6%
Cc1c(C(=O)NCCC#N)sc(=O)n1Cc1ccc(F)cc1	2	9%
O=C(C(=Cc1ccc(F)cc1)C(=O)c1ccccc1)c1ccccc1	0	-19%
CC(=O)Nc1ccc(-c2ccnc3c2CC(C)(C(=O)Nc2ccccc2)O3)cc1 (stereo unspecified)	0	2%
Cc1ccc(Nc2nc(NCc3cccs3)nc3ccsc23)c(C)c1	-1	9%
Cc1cccc(NC(=O)CNC(=O)[C@H]2O[C@@H](n3ccc(=O)[nH]c3=O)[C@H](O)[C@@H]2O)c1C	-3	1%
CCOC1=C2[C@H](c3ccccc3F)N(S(=O)(=O)c3ccc(C)cc3)C[C@H]2n2c(=O)n(-c3ccccc3)c(=O)n2C1	-4	-17%
CC(C)Oc1ccc(CN2CCC2(C)C(=O)Nc2ccc(Cl)c(Cl)c2)cc1 (stereo unspecified)	0	6%
CCCNC(=O)c1cc(C2CCCCN2C(=O)OCCF)on1 (stereo unspecified)	-5	-2%
CCc1nc2ccc(C(=O)N(C)CCCN(C)C)cn2c1N(C)Cc1cc2ccccc2s1	0	11%

Not all compounds are listed; the hit share may differ from the screen's.
